GALK inhibitor – galactokinase (human) inhibition | Potency, µM (series often up to 57.5 µM), without a hit: top-dose activity change, negative = inhibition, actives largely listed as inhibitors | 270,000 compounds, 0.007% hits | Purified GALK, Kinase-Glo residual ATP luminescence | P51570; note: potency is the fitted concentration of half-maximal effect; % is set by controls: 0 for no effect and ±100 for the full control effect
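Kinase-Glo Plus luminescence measured ATP left after a 1 h room-temperature reaction. The reaction used 5 nM GALK, 100 uM galactose and 35 uM ATP at pH 8.0 (20 mM HEPES, 5 mM MgCl2, 60 mM NaCl, 1 mM DTT, 0.01% BSA).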
TCR act – T cell receptor activation; primary human leukocytes, anti-CD3, IL-2 HTRF, 48 h; Potency, µM (doses to about 9.22 µM), for inactives: at the top dose activation of IL-2 secretion, most hits filed as activators; 330,000 tested, under 10 active; AID 504894; note: % of control where 0% means no effect
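Readout: HTRF IL-2, Eu-cryptate/d2 antibody pair, 320nm excitation, 665nm emission. Stimulus: a-CD3 beads, no co-stimulation. Cells: primary human leukocytes. Exposure: 48 hr with compound.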
Tb PFK block – blocks T. brucei phosphofructokinase; Potency, µM (top dose mostly 57.5 µM), for the others: at the highest dose activity, negative = inhibition, actives largely listed as inhibitors; T. brucei PFK, ADP-Glo luminescence; O15648; 330,000 compounds, 0.17% hits;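 note: potency is the fitted concentration of half-maximal effect; 0% = uninhibited 1x PFK enzyme wells and -100% = no-enzyme wells; nearly all actives have a fitted effect of over 60% in size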
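Activity is normalized to no-enzyme wells (full inhibition) and 1.25 nM enzyme wells (no inhibition). Reaction: 0.5 mM F6P, 0.1 mM ATP, 45 min RT, ADP-Glo luminescence; concentration-response curves fitted and classed by quality.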
TSHR antag – blocks TSH signaling through the human TSH receptor | P16473 | TSHR-expressing cells, TSH-stimulated cAMP HTRF, 2 h; active compounds read low | activity change, negative = inhibition, % at 11.5 µM | 330,000 compounds, 0.2% hits;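 active = activity change below a set negative limit, meaning inhibition stronger than a set level, cut at about -70% in these data; inconclusive = activity change between two set negative limits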; note: % is set by controls: 0 for no effect and ±100 for the full control effect
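Inhibition of cAMP made by TSHR-expressing cells under TSH stimulation (4nM final, EC80; 2 h, 37 deg C) is quantified with a one-step lysis HTRF kit, anti-cAMP cryptate versus cAMP-d2.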
MLL CXXC-DNA inh – blocks binding of human MLL CXXC domain to DNA; MLL-CXXC / FITC-HOXA9 DNA fluorescence polarization; Potency, µM (titrated, usually from 115 µM), without a hit: at the top dose activity change, negative = inhibition, usual class: inhibitors; 290,000 compounds, 0.037% hits; active = well fitted inhibition curve with a large enough effect in the polarisation, with a control signal flat, not every such curve was filed as active; inconclusive = small, poorly fitted or top-dose-only effect, or effect the other way, or a change in a side signal; inactive = no such curve, though single readings can be large or run the other way; the % refers to the polarisation; note: potency is the fitted concentration of half-maximal effect
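Fluorescence polarization: 7 uM MLL-CXXC (stock) preincubated 5 min with compounds, then 50 nM fluorescein-HOX-A9 DNA (stock) added; 30 min ambient. Buffer 50 mM Tris-HCl pH 7.5, 50 mM NaCl, 1 mM DTT, 0.05% BSA.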
KCNH2 WT inh – blocks the wildtype human KCNH2 potassium channel. activity change, % at 1.84 µM. Q12809. 340,000 compounds, 0.37% hits. U2OS, BacMam KCNH2, thallium flux FluxOr; active compounds read low;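 active = maximum activity change below -70%; inconclusive = maximum activity change between -70% and -50%; inactive = maximum activity change above -50%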; note: % is set by controls: 0 for no effect and ±100 for the full control effect
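U2OS cells were transduced with wild-type KCNH2 virus (2.03 x 10^8 / mL) for 4 h at room temperature, then cultured overnight at 37 C. Thallium flux was read with FluxOr dye. Rate constants were normalized to DMSO controls.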
FBPA coupling cs – inhibits coupling enzyme system, counter-screen for aldolase hits. AID 2472. activity change, negative = inhibition, % at 58.2 µM, hits read low. 290,000 compounds, 0.67% hits. coupling enzyme system counterscreen, AmpLite Red fluorescence; in the data active = activity change below about -30%; note: % is set by controls: 0 for no effect and ±100 for the full control effect
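Fluorescence at 525 nm excitation and 598 nm emission measured inhibition of the coupled detection system without aldolase. Compounds (at 57.5 uM final) were preincubated 10 min at room temperature with coupling enzyme reagent before a 20 min substrate/AmpLite Red step.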
BCR signal inh – chronic active BCR signaling inhibition | ABC-DLBCL IkBa-CBG/CBR reporter, luminescence ratio, 4 h | 340,000 compounds, 0.05% hits | Potency, µM (titrated, usually from 46.1 µM), inactives show top-dose ratio change, negative = lower green/red ratio, usual class: inhibitors; active = well fitted inhibition curve with a large enough effect in the signal ratio, with a control signal flat, not every such curve was filed as active; inconclusive = small, poorly fitted or top-dose-only effect, or effect the other way, or a change in a side signal; the % refers to the signal ratio;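 note: potency is the fitted concentration of half-maximal effect; plate controls were basal doxycycline-induced cells for no effect and cells given 10 µM MG132 for full effect; MG132 reads +100%, hits lower the ratio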
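Compounds up to 46 uM were incubated four hours with TMD8 cells whose green CBG68 luciferase is fused to IkappaBalpha; red CBR luminescence normalised the signal, and concentration-effect curves were fitted to fusion, red and ratio data.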
Giardia killer – kills Giardia lamblia; activity change, % at 7.66 µM, hits read low; 340,000 compounds, 0.15% hits; Giardia lamblia trophozoite viability; in the data active = activity change below about -80%; inconclusive = between about -30% and that limit;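 note: parasites exposed to compound for two days anaerobically before the ATP read; % is set by controls: 0 for no effect and ±100 for the full control effect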
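Luminescence from cellular ATP indicates surviving trophozoites (100 cells/well) following 48 hrs anaerobic compound treatment at 37 deg C; signal develops 15-30 min at room temperature.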
A-T KAP1 phos – potential ataxia-telangiectasia treatment; […] A-T fibroblasts, KAP-1 phosphorylation AlphaLISA; neocarzinostatin DNA damage 30 min before lysis; AID 485349; Potency, µM (highest dose often 57.5 µM), for inactives: top-dose activation, usual class: activators; 320,000 compounds, 0.19% hits; note: potency is the fitted concentration of half-maximal effect; % of control where 0% means no effect; nearly all actives have a fitted effect of over 45% in size
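ATM-like activity read as KAP-1 phosphorylation via AlphaLISA donor/acceptor antibody pairs after lysis and 6 hr at 25C. Cells were ATM-null patient fibroblasts ([…], hTERT), dosed 60 min, then exposed to the DSB inducer NCS for 30 min.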
The depositor's hits bear a star; u = inconclusive; x = no result given; [ ] = dose if it differs, or a comment. Unless noted, calls come from the whole dose curve; as a rule, active = well fitted curve in the direction sought with a large enough effect; inconclusive = small, poorly fitted or top-dose-only effect, or another doubt; inactive = no such curve, though single readings can be large; an effect the other way counts as inactive or inconclusive. Rows are unselected. Share with any hit: about 1.6%.

SMILES	GALK inhibitor	TCR act	Tb PFK block	TSHR antag	MLL CXXC-DNA inh	KCNH2 WT inh	FBPA coupling cs	BCR signal inh	Giardia killer	A-T KAP1 phos
O=C(CN1CCC(n2nnc3cc(C(F)(F)F)ccc32)CC1)Nc1ccc2c(c1)OCCO2	4%	x	3%	-1	8%	-1	1	u	13	8%
COc1cc(C(=O)NCCSc2ccc(Cl)cc2)cc(OC)c1OC	1%	0%	-1%	-8	-4%	-15	3	u	1	-4%
CCc1ccccc1NCc1cc(=O)oc2cc(C)ccc12	-2%	-10%	-1%	-1	2%	14	0	-4%	29	-2%
CCCN(CCC)CCCNC(=S)Nc1ccc2nc(N3CCCC3)cc(C)c2c1	-2%	-6%	7%	29	-1%	x	1	u	2	9%
NC(=O)c1cccc(CS(=O)(=O)c2ccc(Cl)cc2)c1	-2%	-2%	4%	1	-1%	-5	1	5%	1	1%
COc1cccc(CN(C)CC(=O)Nc2c(C)cccc2C(C)C)c1	2%	-5%	2%	-5	-22%	-9	3	-1%	-9	-1%
O=C(Cn1c(=O)sc2ccccc21)Nc1ccccc1C(=O)O	7%	-3%	2%	7	2%	0	0	10%	2	-2%
CN(CC(=O)NCCc1ccc(F)cc1)Cc1ccc(Br)cc1	-2%	-2%	4%	-10	30%	-8	-1	1%	-26	15%
CCOc1ccc(CNC(=O)C2CCCN(S(C)(=O)=O)C2)cc1OC (configuration not stated)	0%	2%	-6%	-3	-3%	2	2	-7%	-9	1%
COc1ccc(F)cc1S(=O)(=O)NCc1cc(=O)n(C)c(=O)n1C	-9%	10%	3%	14	-8%	-16	x	11%	-11	-2%
O=Cc1cn(CC(O)CN2CCCCC2)c2ccccc12 (configuration not stated)	7%	2%	1%	10	-17%	x	4	u	-26	-1%
NC(=O)NOCc1ccccc1	1%	-4%	5%	8	5%	3	0	6%	0	-2%
Cc1ccc(C)c(NS(=O)(=O)c2ccc3c(c2)NC(=O)CO3)c1	-3%	-5%	1%	-3	7%	-7	x	-11%	-9	7%
Cc1cc(NC(=O)CSCC(=O)Nc2ccc(Cl)c(C(F)(F)F)c2)no1	x	0%	-1%	4	x	-7	x	-3%	-6	-1%
COCc1c(C(=O)OCC(=O)N2c3ccccc3NC(=O)C2(C)C)oc2ccccc12	3%	2%	-4%	3	9%	-12	-2	9%	21	-2%
CC(OC(=O)CCSc1ccccc1)C(=O)Nc1ccc(S(N)(=O)=O)cc1 (configuration not stated)	x	1%	0%	5	x	-5	x	-2%	-1	10%
CC1=C(C(=O)OCC(C)C)C23C(=O)c4ccccc4C2(O1)OC(N)=C3C#N (configuration not stated)	6%	3%	2%	8	0%	-4	0	9%	8	9%
Cc1cc(C)cc(N(C(=O)c2ccc3c(c2)OCO3)C2C=CS(=O)(=O)C2)c1 (configuration not stated)	-1%	-11%	4%	28	-10%	2	4	u	-7	0%
CCn1c(SCC(=O)c2[nH]c(C)c(C(C)=O)c2C)nnc1-c1cccs1	1%	-8%	-1%	-8	-7%	-2	-4	0%	-4	-2%
COc1ccc(-n2cc(C(=O)c3cc4ccccc4oc3=O)c(C(C)=O)n2)cc1	-3%	2%	-1%	0	17%	-2	-10	-8%	-9	3%
COc1ccc(-n2cnnc2SCC(=O)N(C)C2CCS(=O)(=O)C2)cc1 (configuration not stated)	0%	7%	-2%	-1	-1%	7	-4	-1%	-3	7%
COc1ccc2c(CC(=O)OCC(=O)Nc3ccccc3[N+](=O)[O-])coc2c1	2%	5%[46.1 µM]	1%	7	24%	6	2	1%	-1	-2%
CCOCC(=O)N1CCN(c2cccc(Cl)c2)CC1	-1%	-2%	-25%	4	0%	-7	0	-2%	-2	7%
CC(C)N(C(=O)Cn1cc(SCC(=O)N2CCCC2)c2ccccc21)C(C)C	0%	7%	8%	-2	6%	4	0	-1%	-29	4%
COc1ccc(NC(=S)N(C(C)C)C2CCN(C(C)C)CC2)cc1Cl	12%	x	-5%	-81*	0%	x	1	2%	x	-1%
SMILES	GALK inhibitor	TCR act	Tb PFK block	TSHR antag	MLL CXXC-DNA inh	KCNH2 WT inh	FBPA coupling cs	BCR signal inh	Giardia killer	A-T KAP1 phos
O=C(COC(=O)CCc1nc2ccccc2c(=O)[nH]1)Nc1ccccc1	x	-8%[46.1 µM]	2%	-7	x	4	x	0%	-1	8%
COc1ccccc1NC(=O)CCN1C(=O)c2ccccc2S1(=O)=O	-1%	-1%	0%	-10	-9%	-3	-2	-13%	-7	3%
COCCNc1nnc(SCC(=O)NC(=O)c2ccc(Cl)cc2)s1	x	6%	6%	2	x	-2	x	9%	u	2%
CCC1C(=O)C(CC)C(c2ccccc2)NC1c1ccccc1 (configuration not stated)	0%	1%	0%	11	12%	-6	3	5%	7	12%
CC(C)N(NC(=O)c1cccc2ccccc12)C(C)C	-2%	4%	0%	2	-1%	4	2	u	10	5%
Cn1c(=O)oc2cc(S(=O)(=O)NCCC(=O)Nc3ccc4c(c3)OCCO4)ccc21	1%	2%	-1%	2	8%	2	3	0%	0	3%
Cc1ccc(CN2CCNC(=O)C2CC(=O)N(C)C2CCCCC2)o1 (configuration not stated)	-4%	-1%	2%	-6	-1%	12	1	0%	8	-2%
COC(C/C=C/[C@@H](O)COCc1ccccc1)OC	-1%	-2%	0%	3	17%	-11	6	2%	6	-26%
COCCCNC(=O)CSc1ccsc1[N+](=O)[O-]	-2%	-3%	-6%	1	0%	-11	0	4%	u	8%
Cc1ccc(C)c(N2N=C(C(=O)Nc3cccc(S(=O)(=O)N4CCCCC4)c3)CCC2=O)c1	x	3%	-3%	14	x	2	x	-1%	6	0%
COc1ccc(CCNC(C)C(=O)Nc2ccc(S(N)(=O)=O)cc2)cc1 (configuration not stated)	-3%	2%	-1%	-5	7%	31	-1	2%	-5	-17%
O=C(Cn1ccc(NC(=O)OCc2ccccc2)nc1=O)NCc1ccccn1	x	11%	u	12	x	-1	x	u	10	-4%
COc1ccc(OC)c(NC(=O)CCCC(=O)NC2CCCCC2)c1	-3%	-2%	0%	0	1%	-14	-1	-1%	4	1%
COc1ccc(NC(=O)CN(C)S(=O)(=O)c2cnc[nH]2)cc1OC	6%	3%	0%	-9	6%	5	x	-9%	-2	-6%
c1ccc(CCc2ccccc2-c2nc(-c3ccccn3)no2)cc1	-4%	2%	3%	-8	4%	-11	1	u	-11	36%
O=C(CSc1nnc(-c2ccc(Cl)s2)o1)N1CCc2ccccc21	2%	x	2%	-11	10%	x	0	-1%	x	-3%
Cc1cccc(Nc2nnc(SCC(=O)Nc3cccc(S(=O)(=O)N4CCCCC4)c3)s2)c1	-1%	-2%	-4%	-8	14%	11	-4	u	-12	-7%
CCCn1nc(C(=O)NNC(=O)CCCOc2ccc(C)cc2)c2ccccc2c1=O	7%	6%	0%	-10	22%	7	x	4%	1	2%
NC(=O)c1c(NC(=O)Cc2cccs2)sc2c1CCC2	5%	-6%	0%	0	1%	7	-1	u	11	11%
Cc1ccccc1/C=N/NC(=O)c1ccc(-n2cnnn2)cc1	x	6%	4%	-5	x	-8	x	u	-21	8%
CC(NC(=O)c1ccccc1NC(=O)c1ccco1)C(=O)O (configuration not stated)	0%	2%[46.1 µM]	0%	9	-2%	-11	0	u	-4	0%
COc1ccc(-c2csc(NC(=O)COC(=O)Cc3ccc(Cl)cc3Cl)n2)cc1	-3%	5%[46.1 µM]	0%	-32	11%	x	2	u	x	-1%
Cc1ccc(C(=O)Nc2c[nH]c(=O)[nH]c2=O)cc1	4%	1%	0%	-3	-4%	-3	0	8%	-17	3%
CC[C@]12c3[nH]c4ccc(OC)cc4c3CCN1C(=O)C(CC(=O)NCc1ccco1)C[C@@H]2C(=O)N1CCN(C(=O)C2CC2)CC1 (some centres not stated)	x	-11%[46.1 µM]	1%	12	x	-14	x	0%	-7	4%
O=c1[nH]c2ccc(S(=O)(=O)N3CCN(C4CCCCC4)CC3)cc2[nH]c1=O	1%	x	0%	9	5%	-11	8	-1%	-8	-1%
CN(C(=O)COC(=O)C12CC3CC(CC(C3)C1)C2)c1c(N)n(Cc2ccccc2)c(=O)[nH]c1=O	x	1%	3%	-2	x	-11	x	3%	-18	8%
CCOC(=O)C1(C)C=C(Nc2ccc(OC)cc2)C(=O)N1c1ccc(OC)cc1 (configuration not stated)	1%	-2%[46.1 µM]	0%	25	4%	-13	-1	-1%	9	-9%
COCCN(C(=O)CNC(=O)c1cccs1)C(C(=O)NC1CCCCC1)c1ccco1 (configuration not stated)	-1%	9%	-1%	2	-9%	-2	-5	0%	-8	-6%
Fc1ccc(NC(=S)N2CCOCC2)c(F)c1	6%	2%	-4%	14	1%	1	-1	u	-3	-2%

Screening data as filed in PubChem BioAssay.
